Screening data deposited in PubChem BioAssay by The Scripps Research Institute Molecular Screening Center.
OX1R antag-1: antagonists of human orexin 1 receptor (OX1R); O43613; AID 485270; OX1R-expressing cells, FRET antagonist read-out; inhibition, % at 6.6 µM; actives 1.8% (n = 330,000); in the data active = inhibition mostly above about 38%, no sharp cut-off; inactive = mostly below about 40%;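 also: 0% = agonist challenge alone and 100% = reference antagonist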
Target sequence (O43613 whole entry, looked up): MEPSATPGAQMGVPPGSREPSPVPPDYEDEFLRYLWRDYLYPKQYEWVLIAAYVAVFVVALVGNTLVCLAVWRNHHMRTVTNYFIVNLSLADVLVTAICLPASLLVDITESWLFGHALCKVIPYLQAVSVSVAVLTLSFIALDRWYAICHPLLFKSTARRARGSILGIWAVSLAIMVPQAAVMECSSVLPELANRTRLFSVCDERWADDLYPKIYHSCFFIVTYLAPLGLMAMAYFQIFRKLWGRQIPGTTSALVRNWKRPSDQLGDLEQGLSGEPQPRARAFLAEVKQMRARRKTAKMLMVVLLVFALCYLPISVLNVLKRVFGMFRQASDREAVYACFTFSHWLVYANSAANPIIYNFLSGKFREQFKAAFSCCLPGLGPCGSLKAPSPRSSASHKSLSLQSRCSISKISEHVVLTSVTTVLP
OX1R antag-2: human HCRTR1 antagonism. O43613. CHO/OX1R cells, Fluo-8 calcium fluorescence, orexin A. inhibition, % at 5 µM. actives 0.43% (n = 330,000). AID 434989;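 active = inhibition above its plate's threshold, mean inhibition of all tested compounds on the plate plus 3 SD, cut at about 37% in these data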;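 also: 0% = orexin A challenge wells and 100% = SB-334867-A antagonist wells; not every result past the cut was called active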
The depositor's hits bear a star.

No. | compound | OX1R antag-1 | OX1R antag-2
1 | COCCNC(=O)C1CCN(C(=O)C2CC(=O)N(c3ccc(C)cc3)C2)CC1 (configuration not stated) | 4 | 9
2 | CCCCCNC(=O)CCCCn1c(=O)[nH]c2cc(OCC)c(OCC)cc2c1=O | 13 | -14
3 | Cc1cccc(Cn2cnc3c(N)c(C)c(C)cc32)c1 | 14 | -15
4 | CCOC(=O)C1(CCOc2ccccc2)CCN(Cc2cc(OC)ccc2OC)CC1 | 17 | -30
5 | COc1ccc(CCNC(=O)CC(Cc2ccccc2)C(=O)O)cc1OC (configuration not stated) | -7 | -7
6 | COc1ccc(-c2cc(C(=O)N3CCCc4ccccc43)no2)cc1 | 22 | -13
7 | C#CCOCCOCCOCCNc1nc(N2CCN(C(=O)C([C@@H](C)O)n3cc([C@@H](N)CCCCN)nn3)CC2)nc(N2CCN(C(=O)[C@H](CCC(=O)O)n3cc([C@@H](N)[C@H](C)CC)nn3)CC2)n1 (some centres not stated) | 3 | -7
8 | Cc1ccc(S(=O)(=O)N(CC(=O)Nc2cccnc2)c2ccc(Br)cc2)cc1 | 1 | -25
9 | CC(Oc1ccccc1)c1ccnc2nc(/N=C/N(C)C)nn12 (configuration not stated) | 7 | -15
10 | COC(=O)c1c(C(=O)OC)c(-c2cccc(Cl)c2)n2c1CS(=O)(=O)C2 | -2 | -22
11 | O=C(NC1CCCC1)C1CCC(=O)N1CCc1ccccc1 (configuration not stated) | 12 | -7
12 | CN(CC(=O)NC(=O)NCc1ccco1)CC(=O)Nc1ccccc1Cl | -1 | -19
13 | CCOC(=O)C1=C(CSc2nc(C)ccc2C#N)OC(N)=C(C#N)C1c1cccc(OC)c1OC (configuration not stated) | 51 | -26
14 | CC(C)Nc1cc(N2CCCC2)ccc1[N+](=O)[O-] | 21 | -26
15 | CCOC(=O)CC(NC(=O)c1ccccc1F)c1ccc(C)cc1 (configuration not stated) | 3 | -21
16 | O=C(NCCc1ccc(F)cc1)N[C@@H](Cc1ccccc1)C(=O)O | 3 | -14
17 | CCOC(=O)c1nc2sc3c(c2c(=O)n1C(C)C(=O)OCC)CCCC3 (configuration not stated) | 7 | -28
18 | COc1ccc(NC(=O)C2CCN(C(=O)c3ccccc3)CC2)c(OC)c1 | 0 | -19
19 | NC(=O)COC(=O)CNC(=O)c1cc(Cl)cc([N+](=O)[O-])c1 | 53* | -15
20 | Cc1cccc(NC(=O)CCCCCN2C(=O)c3ccccc3C2=O)n1 | 23 | -13
21 | C[C@H](CO)N1C[C@H](C)[C@@H](CN(C)C(=O)Nc2ccc3c(c2)OCO3)Oc2ccc(NS(=O)(=O)c3ccc(F)cc3)cc2C1=O | 0 | -14
22 | COc1cc(COc2ccc3c(C)c(CC(=O)O)c(=O)oc3c2C)cc(OC)c1OC | -10 | -14
23 | CSc1nnc(C(C)(C)C)c(=O)n1/N=C/c1c(O)ccc2ccccc12 | 14 | -12
24 | CSCCC(NC(=O)c1ccc(Cl)cc1Cl)C(=O)NNC(=O)c1ccncc1 (configuration not stated) | 1 | -30
25 | CCN1C(=O)N[C@@H](c2cccc(C(F)(F)F)c2)C(C(=O)OC)=C1C | 28 | -24

Reformatted in transposed form: 4 of the compounds above.
#22 COc1cc(COc2ccc3c(C)c(CC(=O)O)c(=O)oc3c2C)cc(OC)c1OC
#23 CSc1nnc(C(C)(C)C)c(=O)n1/N=C/c1c(O)ccc2ccccc12
#24 CSCCC(NC(=O)c1ccc(Cl)cc1Cl)C(=O)NNC(=O)c1ccncc1 (configuration not stated)
#25 CCN1C(=O)N[C@@H](c2cccc(C(F)(F)F)c2)C(C(=O)OC)=C1C
entry no. | 22 | 23 | 24 | 25
OX1R antag-1 | -10 | 14 | 1 | 28
OX1R antag-2 | -14 | -12 | -30 | -24

Continuation.
No. | compound | OX1R antag-1 | OX1R antag-2
26 | Clc1ccc(Cc2ccc(SCc3ccccc3)nn2)c(Cl)c1 | 16 | -21
27 | COc1ccccc1OCC(=O)NNC(=O)c1ccc2c(=O)n3c(nc2c1)CCC3 | 5 | -22
28 | CC(=O)Nc1ccc(NS(=O)(=O)c2ccc3ccccc3c2)cc1 | 22 | -6
29 | COc1ccc(-c2nn(-c3ccccc3)cc2/C=N/NC(=O)c2ccc3c(c2)OCO3)cc1 | 56 | -5
30 | O=C(NC(=S)NC1CCCCC1)c1ccccc1 | 5 | -6
31 | O=C(CN1C(=O)NC2(CCCC2)C1=O)NNC(=O)c1ccccc1F | 2 | -4
32 | O=C(NCc1ccco1)c1ccc(Cl)c(S(=O)(=O)N2CCOCC2)c1 | 9 | -2
33 | CN(Cc1c(C(=O)N/N=C/c2cc(F)ccc2F)nnn1-c1nonc1N)C1CCCCC1 | 1 | 0
34 | COc1ccc(OC)c(NC(=O)CSc2nnc(CNc3ccc(F)cc3)o2)c1 | 17 | -13
35 | COc1cc(/C=N\Nc2cc(=O)n(C)c(=O)n2C)ccc1O | 14 | -13
36 | O=C1CC(=O)Nc2cc(S(=O)(=O)N3CCN(c4ccc([N+](=O)[O-])cc4)CC3)ccc2N1 | 18 | -4
37 | CN(CC(=O)NCc1ccco1)CC(=O)Nc1ccc(F)c(F)c1F | 3 | -12
38 | Cc1ccc(-c2nc(CN3CCCCC3c3cccc(F)c3)c(C)o2)o1 (configuration not stated) | 22 | -66
39 | Cc1cc2oc(C(=O)Nc3c(C)n(C)n(-c4ccccc4)c3=O)c(C)c2cc1Cl | 9 | -3
40 | COc1ccc(-c2n[nH]c3c2CN(C(=O)c2ccc(OC)c(OC)c2)CC3)cc1 | 28 | -28
41 | Cc1ccc(NS(=O)(=O)c2ccc(C(=O)N3CCOCC3)cc2)cc1 | 8 | -24
42 | O=C(CCSc1ccccc1)Nc1ccccc1Br | 13 | -18
43 | N#Cc1nc(COc2ccccc2Cl)oc1NCc1ccco1 | 29 | -6
44 | Cc1cc(C)c2c(CN3CCOCC3)cc(=O)oc2c1 | 4 | -10
45 | Cc1ccc(-c2cc(Cc3ccc(N(C)C)cc3)c(=O)[nH]n2)cc1 | 4 | -20
46 | Cc1cc(=O)[nH]c(SCc2nnnn2-c2ccc(Cl)cc2)n1 | 30 | -8
47 | Cc1ccccc1OCC(=O)Nc1ccc(NC(=O)c2ccco2)cc1 | 12 | -27
48 | Nc1c(N)c2ccccc2oc1=O | 15 | -12
49 | COc1ccc(C(=O)Oc2cc(C)c(CN3CCOCC3)cc2C)cc1OC | 18 | -23
50 | O=C(CCC(=O)N(CC(=O)NC1CCCCC1)c1ccc(F)cc1)Nc1ccccn1 | 18 | 1

Reformatted field by field: entries from further up.
[47] Cc1ccccc1OCC(=O)Nc1ccc(NC(=O)c2ccco2)cc1
  OX1R antag-1: 12 | OX1R antag-2: -27
[48] Nc1c(N)c2ccccc2oc1=O
  OX1R antag-1: 15 | OX1R antag-2: -12
[49] COc1ccc(C(=O)Oc2cc(C)c(CN3CCOCC3)cc2C)cc1OC
  OX1R antag-1: 18 | OX1R antag-2: -23

5 of the entries above in order of their number in OX1R antag-2, smallest number first.
No. | compound | OX1R antag-1 | OX1R antag-2
40 | COc1ccc(-c2n[nH]c3c2CN(C(=O)c2ccc(OC)c(OC)c2)CC3)cc1 | 28 | -28
35 | COc1cc(/C=N\Nc2cc(=O)n(C)c(=O)n2C)ccc1O | 14 | -13
46 | Cc1cc(=O)[nH]c(SCc2nnnn2-c2ccc(Cl)cc2)n1 | 30 | -8
28 | CC(=O)Nc1ccc(NS(=O)(=O)c2ccc3ccccc3c2)cc1 | 22 | -6
36 | O=C1CC(=O)Nc2cc(S(=O)(=O)N3CCN(c4ccc([N+](=O)[O-])cc4)CC3)ccc2N1 | 18 | -4

(next part)
No. | compound | OX1R antag-1 | OX1R antag-2
51 | O=C(c1ccc(Cl)nc1)N1CCN(S(=O)(=O)c2ccc(Cl)cc2)CC1 | 19 | -22
52 | Cc1ccc(OC(=O)COc2ccccc2C)cc1 | -2 | 1
53 | Cc1onc(-c2ccccc2)c1C(=O)NCc1cccs1 | 1 | -36
54 | O=C(NCC(=O)N1CCN(c2ccc([N+](=O)[O-])cc2)CC1)c1ccco1 | 25 | 14
55 | CCOc1ccc2nc(NC(=O)C3=NN(c4ccccc4)C(=O)CC3)sc2c1 | 16 | -4
56 | CCOC(=O)NC(Nc1ccc(S(N)(=O)=O)cc1)(C(=O)OCC)C(F)(F)F (configuration not stated) | 24 | -4
57 | COc1c2ccc(C(=O)NCCCCc3ccccc3)cc2nn1C | 22 | -15
58 | O=C(COC(=O)Cc1ccsc1)Nc1ccc(Cl)cc1F | 7 | -5
59 | O=C(N/N=C/c1ccncc1)c1nn(Cc2ccccc2)c(=O)c2ccccc12 | 17 | -15
60 | CC(C)CC(=O)c1c[nH]c(C(=O)NCc2cccs2)c1 | 10 | -12
61 | CCOCCCNC(=O)C(NC(=O)CNC(C)=O)c1ccc(Cl)cc1 (configuration not stated) | 10 | -15
62 | COc1ccccc1C(=O)NNC(=O)C(=O)Nc1ccc(C)cc1 | 30 | 6
63 | O=S(=O)(c1ccc(F)cc1)N1CCN(S(=O)(=O)c2cc(F)ccc2F)CC1 | -4 | -9
64 | c1ccc(C2CCC(N3CCNCC3)CC2)cc1 (configuration not stated) | 22 | -6
65 | O=C(O)c1ccc(CN2C(=O)CSC2=S)cc1 | 28 | 4
66 | S=C(NCc1ccco1)Nc1ccccn1 | -7 | -15
67 | CCOc1ccc(CNS(=O)(=O)c2cccs2)cc1OCC | 0 | -3
68 | COc1ccc(Cl)cc1C(=O)NNC(=O)c1ccncc1 | 3 | -19
69 | Cc1sc2ncn3ncnc3c2c1C | 16 | -14
70 | COc1ccc(NC(=O)CNCc2ccc(Cl)cc2)cc1S(=O)(=O)N1CCOCC1 | -2 | -16
71 | COC(=O)c1ccc(C)c(NC(=O)CCCN2C(=O)NC(C)(C)C2=O)c1 | -3 | -9
72 | CCOc1ccccc1/C=N/NC(=O)c1cc(C(C)C)[nH]n1 | 14 | -12
73 | COc1ccc(/C=C/C(=O)OCC(=O)c2c(C)[nH]c3ccccc23)cc1OC | 76* | 49*
74 | COc1ccccc1-n1nnnc1SCC(=O)Nc1ccccn1 | 12 | -12
75 | CC12CC3CC(C)(C1)CC(C(O)CN1CCOCC1)(C3)C2 (configuration not stated) | 0 | -22

Complete entries, looked up by structure. Screens in order: OX1R antag-1 | OX1R antag-2
Shown for COc1ccc(NC(=O)CNCc2ccc(Cl)cc2)cc1S(=O)(=O)N1CCOCC1 : -2 | -16
Shown for COC(=O)c1ccc(C)c(NC(=O)CCCN2C(=O)NC(C)(C)C2=O)c1 : -3 | -9
Shown for CCOC(=O)NC(Nc1ccc(S(N)(=O)=O)cc1)(C(=O)OCC)C(F)(F)F (configuration not stated) : 24 | -4

Following part:
No. | compound | OX1R antag-1 | OX1R antag-2
76 | CC[C@@]12C(=O)N(c3ccccc3)C(=O)N1[C@H](c1cccc(C)c1)[C@@H]1C(=O)N(Cc3ccccc3)C(=O)[C@@H]12 | 11 | -40
77 | O=C(CSc1nnc2ccccn12)Nc1cccc(-c2nc3ccccc3s2)c1 | 2 | -21
78 | CCCN1CCc2c(sc(NC(=O)CCS(=O)(=O)c3ccccc3)c2C(N)=O)C1 | 20 | 1
79 | O=C(c1cccc([N+](=O)[O-])c1)N1CCN(Cc2ccc3c(c2)OCO3)CC1 | 34 | -7
80 | Cc1ccc(NC(=O)COC(=O)c2ccc([N+](=O)[O-])o2)cc1S(=O)(=O)N1CCCCCC1 | 20 | -15
81 | O=Cc1c(Nc2ccccc2Cl)nc2ccccn2c1=O | 12 | -10
82 | Nc1nnc(SC2CCCC2)s1 | 8 | -9
83 | O=C(c1cccs1)N1CCN(CCCc2ccccc2)CC1 | 13 | -25
84 | Cc1ccc(-n2nnnc2SCn2nnc3ccccc3c2=O)cc1 | 29 | -4
85 | COc1ccc(N2CCN(C(=O)c3c(-c4ccccc4)noc3C)CC2)cc1 | 8 | -12
86 | CSc1nc2c(cc1C#N)CCCCC2 | 26 | -9
87 | Cc1ccccc1OCCCCc1c(C)n[nH]c1C | 39 | -1
88 | COc1ccccc1NC(=O)COc1cccnc1[N+](=O)[O-] | 13 | 4
89 | CCCc1ccc(-c2csc(NC(=O)C3=COCCO3)n2)cc1 | 14 | 1
90 | O=C(COC(=O)c1c(Cl)cccc1Cl)Nc1cccc(S(=O)(=O)NC2=NCCCCC2)c1 | 15 | -3
91 | CCOC(=O)[C@@H]1[C@H]2COc3cc(OC)ccc3[C@@H]2N2C(=O)N(c3cccc(F)c3)C(=O)[C@@]12C | 9 | -19
92 | CC1(C)C2CCC1(C)C(NC(=O)/C=C/c1ccccc1)C2 (configuration not stated) | 15 | -16
93 | CC(C)(CO)NC(=O)C12CC3CC(CC(Br)(C3)C1)C2 | 12 | -4
94 | CN(CCc1ccccc1)C1CCCN(S(=O)(=O)CC(F)(F)F)C1 (configuration not stated) | 3 | -13
95 | O=C(Oc1ccc(C(=S)N2CCOCC2)cc1)c1ccc(F)cc1 | -12 | -2
96 | Cc1noc(C)c1CSCC(=O)Nc1cc(C(F)(F)F)ccc1N1CCOCC1 | 5 | 10
97 | COc1ccc(-c2noc(CCCC(=O)N3CCOCC3)n2)cc1 | 22 | -7
